# Screening results as filed in PubChem BioAssay.
# Pf Dd2 inh: blocks growth of Plasmodium falciparum Dd2 parasites | P. falciparum Dd2 growth, SYBR Green, 72 h; stronger effect = lower value | hit rate 2.3% among 94,000 | activity change, % at 10 µM; in the data active = activity change below about -80%; inconclusive = no clear call, values can overlap the other calls
# KDM4C inh: KDM4C (human) demethylase inhibition; Q9H3R0; GST-KDM4C 2-372, H3K9me3 peptide, LANCE TR-FRET; inhibition, % at 12.5 µM; hit rate 0.15% among 96,000; AID 720574;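 active = mean replicate inhibition above about 25%, with at least 55% of replicates also reaching it, limit read from the data, passing the limit was not always enough; inconclusive = only one of those two conditions met; inactive = neither condition met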
# Target sequence (Q9H3R0 2-372 limits assumed): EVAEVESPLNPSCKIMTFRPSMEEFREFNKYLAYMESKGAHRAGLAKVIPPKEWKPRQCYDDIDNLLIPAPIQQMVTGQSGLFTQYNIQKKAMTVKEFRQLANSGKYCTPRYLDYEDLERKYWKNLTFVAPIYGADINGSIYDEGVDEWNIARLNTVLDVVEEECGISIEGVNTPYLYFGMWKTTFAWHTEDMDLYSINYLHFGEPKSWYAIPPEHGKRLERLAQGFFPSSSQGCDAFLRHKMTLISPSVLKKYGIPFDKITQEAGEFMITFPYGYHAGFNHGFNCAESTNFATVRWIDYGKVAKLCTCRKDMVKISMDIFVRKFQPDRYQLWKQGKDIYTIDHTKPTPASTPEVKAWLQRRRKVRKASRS
#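 Compound: one test concentration per compound; Material: GST-GASC-1 enzyme fragment 2-372; Amount: GASC-1 enzyme at 10 nM final in reaction; Also added: H3K9me3 peptide substrate, Fe(II), 2-oxoglutarate; Technique: LANCE TR-FRET; Times: 30 min demethylation and 1 h detection at room temperature.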
# T cruzi growth: T. cruzi proliferation inhibition; inhibition, % at 8.34 µM; AID 624255; hit rate 5.9% among 77,000; T. cruzi beta-gal in NIH3T3, GalScreen luminescence, 90 h;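 active = mean inhibition above about 93%, with at least 55% of replicates each passing it, limit read from the data, passing the limit was not always enough; inconclusive = only one of those two conditions holds; inactive = neither condition holds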
# C diff growth: C. difficile growth inhibition; Clostridium difficile clinical isolate growth, OD600, 24 h; stronger effect = lower value; growth activity, negative = inhibition, % at 16 µg/mL (by protocol); hit rate 0.25% among 86,000; AID 1259249;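 active = mean growth activity at or below -80% and every replicate also at or below -80%; inconclusive = mean at or below -80% but some replicate above -80%; inactive = mean growth activity above -80%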;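 note: 0% = DMSO wells and -100% = levofloxacin 16 µg/mL wells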
# Active calls of the source: *; ? = inconclusive; / = no result given; & = joins results of further samples; ! = not confirmed by another sample. Rows were taken by chance; any-hit rate near 6.7%.
# Results follow in this order: Pf Dd2 inh	KDM4C inh	T cruzi growth	C diff growth
- COc1ccccc1CNC(=O)C[C@@H]1C=C[C@@H](NC(=O)CC2CC2)[C@@H](CO)O1
→ 1	-1.6	-19	1
- C[C@H]1CN([C@@H](C)CO)C(=O)c2cc(C#Cc3ccccc3F)cnc2O[C@@H]1CN(C)C(=O)C1CC1
→ -16	-1.3	-11	/
- C[C@@H]1CN([C@H](C)CO)C(=O)CCCn2nncc2CO[C@@H]1CN(C)C(=O)Nc1cccc(F)c1
→ -15	0.5	-20	5
- O=C(C[C@H]1C[C@H]2c3cc(NC(=O)Nc4ccc(F)cc4)ccc3O[C@H]2[C@H](CO)O1)NCC1CC1
→ 20	-4.1	21	-2
- C[C@@H]1CN([C@@H](C)CO)C(=O)Cc2cc(N(C)C)ccc2O[C@@H]1CN(C)S(=O)(=O)c1ccccc1
→ -7	1.1	32	8
- CNC(=O)C[C@H]1CC[C@H]2[C@H](COc3ccc(NC(=O)NC(C)C)cc3C(=O)N2C)O1
→ 14	1.4	-4	2
- Cc1noc(C)c1NC(=O)Nc1cccc2c1O[C@@H](CN(C)Cc1ccc(-c3ccccc3)cc1)[C@H](C)CN([C@@H](C)CO)C2=O
→ -16	1.3	91	-6
- CC(C)NC(=O)Nc1ccc2c(c1)C(=O)N(C)[C@@H]1CC[C@@H](CC(=O)NCc3ccc(F)cc3)O[C@@H]1CO2
→ /	-0.1	33	8
- COc1ccc(-c2cnc3c(c2)C(=O)N([C@H](C)CO)C[C@@H](C)[C@H](CN(C)C(=O)Cc2cccnc2)O3)cc1
→ -8	1.3	/	0
- C[C@@H]1CCCCO[C@@H](CN(C)S(=O)(=O)c2ccc(F)cc2)[C@H](C)CN([C@@H](C)CO)C(=O)c2cc(NS(=O)(=O)c3ccc(F)cc3)ccc2O1
→ -20	-1.6	109*	5

# A draw from above in order of heavy-atom count, low to high:
# Results follow in this order: Pf Dd2 inh	KDM4C inh	T cruzi growth	C diff growth
- COc1ccccc1CNC(=O)C[C@@H]1C=C[C@@H](NC(=O)CC2CC2)[C@@H](CO)O1
→ 1	-1.6	-19	1
- CNC(=O)C[C@H]1CC[C@H]2[C@H](COc3ccc(NC(=O)NC(C)C)cc3C(=O)N2C)O1
→ 14	1.4	-4	2
- C[C@@H]1CN([C@H](C)CO)C(=O)CCCn2nncc2CO[C@@H]1CN(C)C(=O)Nc1cccc(F)c1
→ -15	0.5	-20	5
- C[C@H]1CN([C@@H](C)CO)C(=O)c2cc(C#Cc3ccccc3F)cnc2O[C@@H]1CN(C)C(=O)C1CC1
→ -16	-1.3	-11	/
- CC(C)NC(=O)Nc1ccc2c(c1)C(=O)N(C)[C@@H]1CC[C@@H](CC(=O)NCc3ccc(F)cc3)O[C@@H]1CO2
→ /	-0.1	33	8
- COc1ccc(-c2cnc3c(c2)C(=O)N([C@H](C)CO)C[C@@H](C)[C@H](CN(C)C(=O)Cc2cccnc2)O3)cc1
→ -8	1.3	/	0
- Cc1noc(C)c1NC(=O)Nc1cccc2c1O[C@@H](CN(C)Cc1ccc(-c3ccccc3)cc1)[C@H](C)CN([C@@H](C)CO)C2=O
→ -16	1.3	91	-6
- C[C@@H]1CCCCO[C@@H](CN(C)S(=O)(=O)c2ccc(F)cc2)[C@H](C)CN([C@@H](C)CO)C(=O)c2cc(NS(=O)(=O)c3ccc(F)cc3)ccc2O1
→ -20	-1.6	109*	5

# Other records:
# Results follow in this order: Pf Dd2 inh	KDM4C inh	T cruzi growth	C diff growth
- C[C@@H]1CN([C@@H](C)CO)C(=O)c2cc(NS(C)(=O)=O)ccc2O[C@H]1CN(C)S(=O)(=O)c1ccc(F)cc1
→ -5	1.3	58	-1
- COC(=O)C[C@@H]1CC[C@H]2[C@@H](COc3ccc(NC(=O)Nc4cccc(F)c4)cc3C(=O)N2C)O1
→ 6	-1.8	-16	-2
- COc1ccc2c3c(n(C)c2c1)[C@H](CO)N(Cc1nccs1)CC31CN(C(=O)CC2CC2)C1
→ -10	1.4	/	-6
- COc1ccc2c3c([nH]c2c1)[C@H](CO)N(S(=O)(=O)c1cn(C)cn1)CC31CCN(CC2CCCC2)CC1
→ -72	-1.1	/	5
- CCCNC(=O)Nc1ccc2c(c1)C(=O)N(C)C[C@H](OC)[C@@H](C)CN(Cc1ccccn1)[C@@H](C)CO2
→ 3	0.2	63	0
- C[C@@H]1CN([C@@H](C)CO)C(=O)c2cccc(NS(=O)(=O)c3ccc(Cl)cc3)c2O[C@H]1CN(C)S(=O)(=O)c1cccs1
→ -10	-0.3	47	-6
- c1ccc(CN2[C@@H]3CNC[C@H]2C3c2ccc(-c3cccnc3)cc2)nc1 (stereo partly specified)
→ 21	1.0	/	-2
- O=C(C[C@@H]1CC[C@@H]2[C@H](COC[C@H](O)CN2Cc2cccc(C(F)(F)F)c2)O1)NCc1ccc(Cl)cc1
→ -23	-1.7	82	32&8
- COCCNC(=O)C[C@H]1C[C@H]2c3cc(NC(=O)Nc4ccccc4)ccc3O[C@H]2[C@H](CO)O1
→ 13	3.0	50	0
- COc1cccc(S(=O)(=O)N[C@@H]2C=C[C@H](CC(=O)NCc3ccncc3)O[C@@H]2CO)c1
→ 0	2.5	-34	-1
- C[C@H](CO)N1C[C@H](C)[C@@H](CN(C)Cc2ccc(Cl)c(Cl)c2)Oc2c(NC(=O)C3CC3)cccc2C1=O
→ -65	-1.3	56	12
- C[C@H]1CN([C@@H](C)CO)C(=O)c2cccc(NS(=O)(=O)c3cccs3)c2O[C@@H]1CN(C)C(=O)Nc1ccc(F)cc1
→ 12	0.6	38	8
- CO[C@H]1CN(C)C(=O)c2cc(NC(=O)C3CC3)ccc2OC[C@@H](C)N(Cc2cccc(F)c2)C[C@H]1C
→ -58	-0.2	8	/
- COCC(=O)Nc1ccc2c(c1)[C@H]1C[C@H](CC(=O)NCc3ccccn3)O[C@@H](CO)[C@H]1O2
→ -3	0.7	1	-1
- C[C@H]1CN([C@@H](C)CO)C(=O)c2cccc(NC(=O)c3cnccn3)c2O[C@H]1CN(C)Cc1ccc(Cl)c(Cl)c1
→ -1	0.8	66	8
- C[C@H]1CN([C@@H](C)CO)C(=O)Cc2cc(NS(=O)(=O)c3ccc(F)cc3)ccc2O[C@@H]1CN(C)C(=O)Nc1ccc(C(F)(F)F)cc1
→ -43	-1.2	34	0
- COC(=O)C[C@H]1CC[C@@H]2[C@H](COC[C@@H](O)CN2C(=O)Nc2cccc(F)c2)O1
→ 2	-0.5	-118	8&7
- CCC(=O)Nc1ccc2c(c1)OC[C@H](C)N(C(=O)CN(C)C)C[C@H](C)[C@@H](OC)CN(C)C2=O
→ 15	1.4	10	/
- CCS(=O)(=O)Nc1ccc2c(c1)C(=O)N(C)C[C@@H](OC)[C@H](C)CN(CC1CCCC1)[C@H](C)CO2
→ -37	-0.4	-11	-3
- C[C@H]1CN([C@@H](C)CO)S(=O)(=O)c2ccc(C3=CCCCC3)cc2O[C@H]1CN(C)C(=O)Nc1ccc2c(c1)OCO2
→ -41	-1.3	/	13
- COc1ccccc1-c1cnc2c(c1)C(=O)N([C@H](C)CO)C[C@@H](C)[C@H](CN(C)Cc1cccnc1)O2
→ 1	0.7	-6	-3
- C[C@@H]1CCCCO[C@H](CN(C)C(=O)NC2CCCCC2)[C@@H](C)CN([C@H](C)CO)C(=O)c2cc(NC(=O)Cc3ccccc3)ccc2O1
→ -41	-0.5	41	-5
- CC(C)NC(=O)Nc1ccc2c(c1)C(=O)N([C@@H](C)CO)C[C@@H](C)[C@H](CN(C)Cc1ccc3c(c1)OCO3)OCCCC[C@@H](C)O2
→ -25	-0.1	29	-1
- COc1ccc(NC(=O)N(C)C[C@H]2OCCCC[C@H](C)Oc3ccc(NC(=O)NC4CCCCC4)cc3C(=O)N([C@@H](C)CO)C[C@H]2C)cc1
→ -61	-0.4	-67	-2
- CCCNC(=O)N1CCC2(CC1)CN(Cc1ccccn1)[C@H](CO)c1c2c2ccc(OC)cc2n1C
→ -43	1.0	/	-2
- Cc1ccc(S(=O)(=O)N(C)C[C@@H]2Oc3ccc(NC(=O)c4ccncc4)cc3CC(=O)N([C@@H](C)CO)C[C@@H]2C)cc1
→ 5	-3.0	46	7
- COc1ccc(-c2ccc(C3[C@@H]4CN(Cc5cc(OC)cc(OC)c5)C[C@H]3N4)cc2)cc1 (stereo partly specified)
→ -88*!	1.3	/	-101*!
- C[C@H](CO)N1C[C@H](C)[C@H](CN(C)CC2CC2)OCCCC[C@H](C)Oc2ccc(NC(=O)Nc3cccc4ccccc34)cc2C1=O
→ -63	-1.8	78	4
- O=C(C1CCCCC1)N1CC2(C1)[C@@H](c1ccccc1)[C@@H](CO)N2CCC(F)(F)F
→ 3	2.8	/	10
- C[C@@H]1CCCCO[C@@H](CN(C)C(=O)C2CCCCC2)[C@H](C)CN([C@H](C)CO)C(=O)c2cc(NC(=O)Nc3cccc4ccccc34)ccc2O1
→ -41	-1.1	?	-5
- C/C=C/c1ccc2c(c1)O[C@H](CN(C)C(=O)NCCC)[C@H](C)CN([C@H](C)CO)S2(=O)=O
→ 6	-0.8	/	1
- C[C@H]1CN([C@@H](C)CO)C(=O)Cc2cc(NC(=O)Cn3cnnn3)ccc2O[C@H]1CN(C)C(=O)Nc1cccc2ccccc12
→ -1	-0.6	-18	-3
- C[C@H](CO)N1C[C@H](C)[C@@H](CN(C)S(C)(=O)=O)Oc2ccc(NC(=O)Cc3ccccc3)cc2CC1=O
→ 15	1.3	-77	-4
- CC(C)CC#Cc1ccc2c(c1)O[C@H](CN(C)S(C)(=O)=O)[C@H](C)CN([C@H](C)CO)S2(=O)=O
→ -11	12	24	-1
- COCC#Cc1ccc([C@@H]2[C@@H](CO)N3CCCCN(Cc4cncnc4)C[C@H]23)cc1
→ 30	-0.4	103*	-4
- CC(=O)N1CC(=O)N2[C@H](C1)[C@@H](c1ccc(-c3ccc(C#N)cc3)cc1)[C@@H]2CO
→ 21	-0.1	/	-8
- CO[C@@H]1CN(C)C(=O)c2cc(NC(=O)c3cnccn3)ccc2OC[C@@H](C)N(CCc2ccccc2)C[C@@H]1C
→ -37	0.8	/	/
- C[C@H](CO)N1C[C@H](C)[C@H](CN(C)Cc2ccncc2)Oc2c(NC(=O)Nc3cccc4ccccc34)cccc2C1=O
→ 7	2.4	62	2
- C[C@H]1CN([C@@H](C)CO)C(=O)c2cc(NC(=O)C3CCCCC3)ccc2O[C@H]1CN(C)Cc1ccccc1
→ 13	-1.6	3	-7
- O=C(C[C@@H]1CC[C@@H]2[C@H](COC[C@H](O)CN2C(=O)Nc2cccc(F)c2)O1)NCc1ccccc1Cl
→ -7	0.1	/	15&8
- O=C(C1CCC1)N1CC2(C1)[C@H](c1ccccc1)[C@@H](CO)N2Cc1cccnc1
→ 16	-0.2	/	3
- COc1ccc2c3c(n(C)c2c1)[C@H](CO)N(CC1CCOCC1)CC31CCN(C(C)=O)CC1
→ 4	-3.3	/	5
- O=C(C[C@H]1CC[C@@H]2NC[C@H](O)COC[C@H]2O1)NCc1ccc(Oc2ccccc2)cc1
→ 12	1.6	29	-2&-9
- C[C@H]1CN([C@@H](C)CO)C(=O)c2cccc(NC(=O)Nc3ccccc3)c2O[C@@H]1CN(C)C(=O)Nc1ccc(F)cc1
→ -3	14	47	-2
- C[C@@H]1CN([C@H](C)CO)C(=O)c2cc(N(C)C)ccc2O[C@@H](C)CCCCO[C@@H]1CN(C)Cc1ccncc1
→ /	1.6	17	-2
- Cc1ccccc1-c1cnc2c(c1)C(=O)N([C@H](C)CO)C[C@@H](C)[C@H](CN(C)C(=O)c1ccc(F)cc1)O2
→ -32	-2.0	/	1
- C[C@H](CO)N1C[C@H](C)[C@@H](CN(C)CC2CCCCC2)Oc2c(NS(C)(=O)=O)cccc2C1=O
→ 17	/	61	4
- CCCC(=O)Nc1ccc2c(c1)C(=O)N(C)C[C@@H](OC)[C@H](C)CN(Cc1ccncc1)[C@H](C)CO2
→ /	2.8	-57	/
- COc1ccccc1S(=O)(=O)N(C)C[C@@H]1OCc2ccccc2-c2c(n(C)c3ccccc23)C(=O)N([C@@H](C)CO)C[C@@H]1C
→ -93*	0.3	41	1
- CCCNC(=O)C[C@@H]1CC[C@@H]2[C@H](COC[C@@H](O)CN2C(=O)Nc2cccc(Cl)c2)O1
→ 0	-0.3	/	61&2
- C[C@H]1CN([C@@H](C)CO)C(=O)c2cc(NC(=O)Nc3ccc(F)cc3)ccc2O[C@@H]1CN(C)C(=O)Nc1cccc2ccccc12
→ -23	0.6	/	-4
- C[C@H](CO)N1C[C@H](C)[C@@H](CN(C)C(=O)c2ccc3ccn(C)c3c2)OCc2cnnn2CCCC1=O
→ 8&0	2.2	117*!	-4&0
- O=C(c1ccc(F)cc1)N1CC(=O)N2[C@H](CO)[C@H](c3ccc(C#Cc4ccc(F)cc4)cc3)[C@@H]2C1
→ -42	-2.2	/	9
